# Bioassay records (PubChem BioAssay)
# TDP43 rescue: inhibitors of TDP-43 toxicity in yeast | TDP-43 expressing yeast growth rescue, BacTiter-Glo, 24 h | 1.8% of 410,000 active | Potency, µM (top dose mostly 46.1 µM), for inactives: top-dose growth rescue (activation), actives largely listed as activators | AID 652104; further: % of control where 0% means no effect; nearly all actives have a fitted effect of over 50% in size
#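 Galactose-induced TDP-43 yeast, OD600=0.02, compound pinned; 24 hr, 30 deg C; BacTiter-Glo luminescence for growth. Inhibitors of TDP-43 toxicity read as activators.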
# aSyn yeast inh: rescues yeast growth from alpha-synuclein toxicity; Yeast expressing alpha-synuclein, growth rescue, BacTiter-Glo, 24 h; 0.14% of 370,000 active; Potency, µM (top dose mostly 46.1 µM), inactives show at the highest dose growth rescue (activation), usual class: activators; further: % of control where 0% means no effect; nearly all actives have a fitted effect of over 65% in size
#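 Readout is rescue of growth in alpha-synuclein-expressing yeast, so inhibitors of toxicity appear as activators. Growth after 24 hr at 30 deg C in galactose medium is quantified by luminescence.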
# PTHR1 agonist: PTHR1 (human) receptor agonism | Potency, µM (top dose mostly 115 µM), for the others: top-dose activation, usual class: activators | 0.075% of 410,000 active | HEK293 GP2 PTHR1 cells, GloSensor cAMP luminescence, 1 h; further: nearly all actives have a fitted effect of over 55% in size; some results filed as inactive show a strong effect at the top dose; inactives centre near -15; many of its hits are not listed in these tables
#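 HEK-293-derived GP2 cells expressing PTHR1 and a GloSensor cAMP reporter, 3,000/well, plated overnight, given luciferin plus IBMX (each 0.5 mM as added) for 1 h at 37 °C, then compound for 1 h at 37 °C. Luminescence was read after 15 min at room temperature.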
# EPAC1 antag: blocks human EPAC1 exchange factor; EPAC1 GEF assay, Rap1b-BODIPY-GDP exchange fluorescence; Potency, µM (titrated, usually from 115 µM), for the others: at the highest dose activity change, negative = inhibition, usual class: inhibitors; 0.14% of 360,000 active;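 further: plate controls were vehicle for no effect and positive control for full effect; nearly all actives have a fitted effect of over 50% in size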
# Target sequence (O95398 whole entry, looked up): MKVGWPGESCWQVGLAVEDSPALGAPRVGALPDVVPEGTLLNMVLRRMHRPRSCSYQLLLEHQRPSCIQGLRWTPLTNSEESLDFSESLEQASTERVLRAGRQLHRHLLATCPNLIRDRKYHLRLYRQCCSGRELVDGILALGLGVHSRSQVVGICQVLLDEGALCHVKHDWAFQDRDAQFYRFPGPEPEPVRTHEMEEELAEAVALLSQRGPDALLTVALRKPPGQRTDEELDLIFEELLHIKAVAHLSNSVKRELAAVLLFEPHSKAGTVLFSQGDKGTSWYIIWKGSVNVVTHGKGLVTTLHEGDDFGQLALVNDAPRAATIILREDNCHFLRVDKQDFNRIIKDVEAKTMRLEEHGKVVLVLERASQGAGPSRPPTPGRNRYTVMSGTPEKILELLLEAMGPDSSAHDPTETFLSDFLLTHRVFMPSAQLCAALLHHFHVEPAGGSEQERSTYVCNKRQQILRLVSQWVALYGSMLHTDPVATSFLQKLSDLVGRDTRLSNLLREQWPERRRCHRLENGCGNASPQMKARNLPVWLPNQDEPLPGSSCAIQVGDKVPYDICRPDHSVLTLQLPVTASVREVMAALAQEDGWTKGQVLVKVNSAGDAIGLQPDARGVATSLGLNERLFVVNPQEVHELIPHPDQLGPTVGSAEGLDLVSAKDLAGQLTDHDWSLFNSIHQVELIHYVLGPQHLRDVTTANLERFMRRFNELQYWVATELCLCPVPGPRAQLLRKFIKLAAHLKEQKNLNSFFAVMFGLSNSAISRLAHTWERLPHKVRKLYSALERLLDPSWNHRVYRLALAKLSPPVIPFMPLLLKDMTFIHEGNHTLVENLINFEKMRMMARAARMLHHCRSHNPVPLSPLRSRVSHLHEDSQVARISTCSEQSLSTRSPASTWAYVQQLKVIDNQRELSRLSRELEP
# EPAC2 agonist: agonists of human EPAC2 (RAPGEF4); Q8WZA2; EPAC2 activation, biochemical qHTS; response scale: 100% = 6.5 mM cAMP response; Potency, µM (doses to about 154 µM), for the others: at the highest dose activation, actives largely listed as activators; 0.079% of 360,000 active; AID 720711; further: nearly all actives have a fitted effect of over 50% in size
#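 Compounds were titrated in qHTS against a Rap1B-BODIPY-GDP (250 nM) complex with EPAC2 (100 nM) and GDP (50 uM). BODIPY-GDP release tracked at 480/540 nm over 30 min at room temperature, normalized to 6.5 mM cAMP.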
# EPAC2 antagonist: antagonists of human EPAC2; Q8WZA2; EPAC2 GEF exchange of Rap1B-BODIPY-GDP, fluorescence; Potency, µM (highest dose often 114 µM), without a hit: top-dose activity, negative = inhibition, usual class: inhibitors; 0.18% of 360,000 active; AID 720708; further: on the % scale 0 is the no-effect control and ±100 the full control effect; nearly all actives have a fitted effect of over 45% in size; many of its hits are not listed in these tables
# EPAC1 agonist: EPAC1 (human) agonism; Potency, µM (series often up to 154 µM), for inactives: top-dose activation, usual class: activators; O95398; EPAC1 agonist qHTS, biochemical assay; response scale: 100% = response to 6.5 mM cAMP; 0.073% of 360,000 active; further: nearly all actives have a fitted effect of over 60% in size
#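 Compounds were pinned as a concentration titration into mixtures of EPAC1 (100 nM), BODIPY-GDP-loaded Rap1B (250 nM) and GDP (50 uM). After 5 min at room temperature, fluorescence was followed for 30 min; activity was scaled to 6.5 mM cAMP.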
# FUS yeast rescue: suppressors of FUS proteinopathy in yeast; S. cerevisiae FUS-expressing, growth rescue, OD600, 24 h; Potency, µM (top dose mostly 76.6 µM), without a hit: at the top dose growth rescue (activation), usual class: activators; 0.24% of 390,000 active;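 further: plate controls were DMSO vehicle for no effect and reference control for full effect; nearly all actives have a fitted effect of over 55% in size; some results filed as inactive show a strong effect at the top dose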
#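 Absorbance at 600 nm, taken 24hr after compound addition, measured rescue of FUS-yeast growth at 30C. Induction used 2% galactose with seeding at OD 0.005. Controls: CP55940 from 92uM final, DMSO only.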
# * = called active by the depositor; i = inactive; ? = inconclusive; nt = no result given; [ ] = another dose, or the depositor's remark. The call rests on the fitted dose curve; in most records, active means well fitted curve in the direction sought with a large enough effect; inconclusive means small, poorly fitted or top-dose-only effect, or another doubt; inactive means no such curve, though single readings can be large; an effect the other way counts as inactive or inconclusive. Potency means the concentration at half of the fitted maximal effect. This is a subset; count on the stated rates, not on these rows.
SMILES,TDP43 rescue,aSyn yeast inh,PTHR1 agonist,EPAC1 antag,EPAC2 agonist,EPAC2 antagonist,EPAC1 agonist,FUS yeast rescue
COc1ccc(C2C(C(=O)NCCN(C)C)c3ccccc3C(=O)N2C)cc1OC (configuration not stated),0%,-1%,i,15%,6%,3%,-1%,3%
CC(=O)Nc1cccc(-c2csc(C(C)(NC(C)=O)c3ccccc3)n2)c1 (configuration not stated),1%,-18%,-9%,-10%,8%,1%,-7%,13%
NC1=NC2=C(CCCC2)C2(CCCCC2)S1,-8%,-6%,i,-7%,14%,1%,1%,12%
COc1ccc(NC(=O)CN(Cc2ccccc2)Cc2ccccc2)cc1S(N)(=O)=O,2%,-2%,i,0%,1%,3%,-5%,nt
CN1N=C(C(F)(F)F)CC1=O,1%,-4%,-26%,-10%,17%,1%,7%,9%
Cc1ccc(OCCSc2ncnc3nc[nH]c23)cc1,13%,1%,-24%[57.5 µM],10%,4%,0%,0%,-10%
CCN(CC(=O)Nc1ccc(NC(C)=O)cc1)C(=O)COc1ccccc1Cc1ccccc1,1%,-1%,-19%,?,-1%,-14%,4%,nt
COc1ccc(-c2cc(=O)[nH]c(=S)[nH]2)cc1,-12%,-1%,i,-9%,5%,-5%,7%,24%
O=C(Nc1ccc2c(c1)OCO2)C1CCN(C(=O)c2ccc(Cl)cc2)CC1,3%,4%,-5%,-22%,1%,-3%,-4%,-13%
COc1ccc2c(c1)OC[C@H]1[C@H]2N2C(=O)CN(C)C(=O)[C@@]2(C)[C@H]1c1ccccc1,-7%,-7%,i,-12%,-3%,-13%,-11%,7%
COc1ccc(C(=O)N/C(=C/c2ccco2)C(=O)N2CCCCCC2)cc1,-1%,-1%,-18%,-2%,10%,0%,-14%,?
COc1ccc(CNC(=O)CCC(=O)N2CCN(C(C)=O)CC2)cc1,1%,3%,i,3%,1%,-7%,7%,-17%
COc1ccc(NC(=O)N(Cc2ccc(C)cc2)Cc2ccccn2)c(OC)c1,12%,2%,i,-19%,5%,-15%,-16%,-20%
CCN1CCC(=NNC(=O)c2ccc(C)c([N+](=O)[O-])c2)CC1,-7%,-1%,i,0%,-8%,9%,-1%,5%
CCOC(=O)C1=C(COC(=O)/C=C/c2cccc([N+](=O)[O-])c2)NC(=O)NC1C (configuration not stated),-4%,6%,i,7%,2%,8%,-7%,12%

# Compound profiles (already shown).
# COc1ccc(C2C(C(=O)NCCN(C)C)c3ccccc3C(=O)N2C)cc1OC (configuration not stated) across the screens: TDP43 rescue = 0%; aSyn yeast inh = -1%; PTHR1 agonist = i; EPAC1 antag = 15%; EPAC2 agonist = 6%; EPAC2 antagonist = 3%; EPAC1 agonist = -1%; FUS yeast rescue = 3%
# CCN1CCC(=NNC(=O)c2ccc(C)c([N+](=O)[O-])c2)CC1 across the screens: TDP43 rescue = -7%; aSyn yeast inh = -1%; PTHR1 agonist = i; EPAC1 antag = 0%; EPAC2 agonist = -8%; EPAC2 antagonist = 9%; EPAC1 agonist = -1%; FUS yeast rescue = 5%

# (further entries)
SMILES,TDP43 rescue,aSyn yeast inh,PTHR1 agonist,EPAC1 antag,EPAC2 agonist,EPAC2 antagonist,EPAC1 agonist,FUS yeast rescue
C[C@H](CO)N1C[C@H](C)[C@H](CN(C)S(=O)(=O)c2ccc(-n3cccn3)cc2)OCc2cnnn2CCCC1=O,11%,5%,-26%,-20%,7%,2%,16%,2%
CCCN(C(=O)CSc1nnnn1C)c1c(N)n(Cc2ccccc2)c(=O)[nH]c1=O,1%,1%,-5%,-5%,1%,-10%,9%,1%
OC(COCC1CC=CCC1)Cn1cnc2ccccc21 (configuration not stated),-11%,1%,-75%[inhibitor][57.5 µM],-14%,5%,-8%,-12%,14%
Cc1cccc(CN2CCC(C(=O)Nc3cccc(-c4cccc(F)c4)c3)CC2)n1,16%,1%,-13%,-10%,12%,-1%,5%,9%
Cc1ccc(CNc2ccc3nnc(-c4ccccc4)n3n2)cc1,10%,-2%,-15%,0%,-8%,7%,-4%,-6%
CCOc1ccccc1NC(=O)c1cccnc1,-4%,-7%,-19%[57.5 µM],-6%,6%,5%,-1%,12%
O=C(NCc1ccco1)/C(=C\c1cccs1)NC(=O)c1cccs1,24%,0%,i,8%,0%,7%,-8%,6%
Cc1ccc(C(C)(C)C)cc1S(=O)(=O)Nc1ncnc2sccc12,?,-11%,i,-26%,9%,7%,-6%,5%
Cc1c(NC(=O)c2cc(S(=O)(=O)N3CCCCC3)ccc2Cl)c(=O)n(-c2ccccc2)n1C,-3%,0%,i,-6%,9%,4%,-3%,7%
CC(C)CC(=O)N/N=C/c1c(N)n(C)c(=O)n(C)c1=O,10%,-4%,i,6%,13%,-1%,7%,-5%
Cc1ccc(/C=N/NC(=O)c2ccc(-c3ccccc3)cc2)o1,6%,-9%,-10%,14%,1%,1%,9%,44%
COc1cc(OC)c(NC(=O)CCNS(=O)(=O)c2cc(Br)cnc2N)cc1Cl,-2%,0%,i,-17%,4%,-7%,8%,1%
COc1ccccc1CNc1cccc(C)n1,4%,-4%,-24%,11%,7%,-16%,9%,-15%
Cc1ccc(-n2c(=O)c3ccccc3n(CC(=O)C(C)(C)C)c2=O)cc1,3%,7%,-19%,20%,10%,16%,4%,-3%
Cc1ccccc1C(=O)NC(=S)Nc1ccccc1[N+](=O)[O-],-23%,-1%,-10%,-26%,11%,-4%,8%,4%
C=CCOc1c2ccc(C(=O)N(CC)c3ccc(OC)cc3)cc2nn1C,-1%,-1%,i,-19%,9%,2%,2%,7%
CCOc1ccc(CCN2C(=O)C(=O)N([C@@H](Cc3ccccc3)CN3CCC[C@H]3CN3C(=O)C(=O)NC[C@@H]3Cc3ccccc3)C[C@@H]2Cc2ccccc2)cc1,5%,-5%,-56%[inhibitor],-16%,10%,6%,-16%,?
CCOC(=O)/C=C/C(=O)Nc1ccccc1-c1ccccc1NC(=O)/C=C/C(=O)OCC,9%,1%,-2%,3%,5%,-6%,2%,-1%
O=C(COc1ccc2c(c1)OCO2)Nc1ccccc1F,?,-8%,-27%,15%,1%,2%,8%,19%
N/C(=N\OC(=O)c1ccccc1Cl)c1ccc(Cl)cc1,?,-65%[inhibitor],-15%,5%,-5%,8%,6%,-25%
Cc1cc(C)cc(NC(=O)CSc2nccn2-c2ccccc2)c1,11%,17%,-5%,nt,nt,nt,nt,-3%
Cc1cc2nc(CN(C)C(=O)C3CCC(=O)N(C4CCCC4)C3)[nH]c2cc1C (configuration not stated),16%,-1%,-20%,0%,-2%,2%,2%,9%
Cc1ccc(N/C=C/C(=O)c2ccco2)c(O)c1,-4%,27%,-71%[inhibitor],7%,-4%,2%,-9%,6%
O=C(COC(=O)c1ccc(Cl)nc1)NCc1cccs1,17%,0%,-22%,-16%,0%,2%,4%,0%
CC(=O)/C(=N\Nc1cccc(Cl)c1)Sc1nnc(-c2ccccc2)n1-c1ccccc1,12%,1%,i,7%,-4%,5%,-10%,nt
COC(=O)c1sc(-c2ccccc2)cc1NC(=O)c1ccc(F)cc1,20%,-1%,i,4%,-8%,11%,2%,-14%
CC1CCCC(C)N1C(=O)CSc1nc2c(c(=O)n(C)c(=O)n2C)n1C (configuration not stated),-23%,2%,-2%,-20%,5%,3%,-3%,9%
Cc1c(NC(=O)COC(=O)CCc2c[nH]c3ccccc23)c(=O)n(-c2ccccc2)n1C,7%,0%,-2%,5%,-1%,-7%,5%,nt
Cc1cc(Oc2nc3ccccn3c(=O)c2/C=C(\C#N)C(=O)NC2CCS(=O)(=O)C2)ccc1Cl (configuration not stated),-13%,2%,-40%[inhibitor],-6%,4%,-7%,1%,4%
CCOC(=O)c1sc(/N=C/c2c(O)ccc3ccccc23)cc1C,-25%,0%,22%,-10%,-97%[inhibitor],3%,2%,nt
COc1cccc(-c2noc(C3CCCN(C(=O)c4ccccc4OC)C3)n2)c1 (configuration not stated),9%,-1%,-55%[inhibitor],-10%,8%,-16%,7%,29%
Cc1ccc(CN2CCN(Cc3cccc4c3OCO4)CC2CCO)cc1 (configuration not stated),10%,1%,-7%,-14%,4%,-9%,7%,-10%
CCOc1ccc(N(C(=O)c2snc(C(N)=O)c2N)C(C(=O)NCC2CCCO2)c2ccc(C)o2)cc1 (configuration not stated),0%,-7%,i,-19%,-2%,-10%,-6%,3%
O=C(CSc1nnc(CNC(=O)c2cccs2)o1)Nc1ccccc1F,8%,2%,i,-3%,8%,3%,-3%,-9%
Cc1c(C)n(Cc2ccc(F)cc2)c2ccc(C(=O)N3CCN(c4ccccn4)CC3)cc12,?,10%,i,-8%,10%,-4%,9%,?
CSCCCN1CC[C@@H](N2CCN(c3ccccc3F)CC2)[C@H](O)C1,17%,8%,-36%[inhibitor],12%,-1%,0%,-3%,-42%
COc1ccc(NC(=O)CN2C(=O)NC(C)(c3ccc4c(c3)OCCO4)C2=O)cc1S(N)(=O)=O (configuration not stated),-11%,1%,-1%,-20%,-11%,2%,2%,21%
COc1cccc(NC(=O)C(C)NS(=O)(=O)c2ccc(Br)cc2)c1 (configuration not stated),12%,10%,i,3%,-5%,-6%,4%,nt
COc1cc(/C=C/C(=O)O)ccc1OS(=O)(=O)c1cc(Br)ccc1C,5%,-6%,-13%,-16%,3%,-27%,-7%,-10%
NC(=NCCc1ccccc1)NC(=O)c1cc(Cl)ccc1O,-10%,-3%,-1%,-27%,23%,-14%,19%,9%
Cc1ccc(NS(=O)(=O)c2ccc(C(=O)N3CC(C)OC(C)C3)cc2)cc1 (configuration not stated),-7%,0%,i,-25%,8%,5%,-13%,-8%
O=C(CNc1ccc(Cl)cc1)c1ccc(Br)cc1,18%,7%,-68%[inhibitor],10%,6%,8%,-6%,-4%
Cc1c(Cl)cccc1N(Cc1ccc(C(=O)O)cc1)S(=O)(=O)c1ccccc1,-16%[0.397 µM],?,-10%,-2%,1%,-7%,2%,6%
CCCCOCC(O)CCc1n[nH]c(=S)n1-c1ccccc1 (configuration not stated),-18%[0.397 µM],-4%,i,-1%,-5%,4%,-3%,-7%
CCc1nc2nc(C)c(NS(=O)(=O)c3ccc(F)cc3)c(=O)n2[nH]1,-5%,-1%,-53%[inhibitor],9%,1%,-3%,12%,-17%
COc1cccc2[nH]c3c(=O)n(CCCN4CCOCC4)cnc3c12,6%,-10%,i,0%,2%,2%,10%,-18%
O=C(CSc1nnc(-c2ccccn2)n1-c1ccc(Cl)cc1)Nc1ccc2c(c1)OCO2,1%,0%,-6%[57.5 µM],1%,-10%,11%,-3%,23%
